# HTRA1 inh = HTRA1 (human) protease inhibition; Q92743; recombinant HTRA1, FP-rhodamine activity-based probe, fluorescence polarization; inhibition, % at 5.96 µM; 340,000 tested, 0.5% active; in the data active means inhibition above about 36%;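 further: 0% = enzyme with DMSO and 100% = wells lacking enzyme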
# Rev-erbA mod = Rev-erb alpha (human) modulation; Rev-erbα–FITC-DNA binding, fluorescence polarization, 90 min; 370,000 tested, 0.79% active; activity, % at 10 µM; P20393;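 active means activity above about 14%, limit read from the data; passing the limit was not always enough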;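 further: 0% = DMSO wells with 35 nM protein and 100% = DMSO wells with 750 nM protein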
# Target sequence (P20393 whole entry, looked up): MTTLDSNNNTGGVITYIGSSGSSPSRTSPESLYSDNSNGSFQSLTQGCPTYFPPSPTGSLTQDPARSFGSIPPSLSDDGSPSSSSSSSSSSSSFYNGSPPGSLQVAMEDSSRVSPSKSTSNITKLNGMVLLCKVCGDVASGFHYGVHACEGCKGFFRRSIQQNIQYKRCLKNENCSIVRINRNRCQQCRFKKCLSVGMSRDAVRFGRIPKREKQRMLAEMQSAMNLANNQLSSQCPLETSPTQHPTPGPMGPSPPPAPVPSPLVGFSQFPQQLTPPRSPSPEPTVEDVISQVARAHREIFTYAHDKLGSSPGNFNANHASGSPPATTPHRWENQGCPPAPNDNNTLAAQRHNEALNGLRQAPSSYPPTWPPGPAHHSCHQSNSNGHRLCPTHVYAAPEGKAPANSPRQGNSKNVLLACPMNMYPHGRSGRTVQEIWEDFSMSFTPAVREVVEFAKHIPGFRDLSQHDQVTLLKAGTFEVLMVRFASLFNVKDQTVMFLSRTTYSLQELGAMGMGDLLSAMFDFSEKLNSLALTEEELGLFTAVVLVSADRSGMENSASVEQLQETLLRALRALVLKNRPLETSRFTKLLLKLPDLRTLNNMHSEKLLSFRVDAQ
# SIAE inh = blocks human sialic acid acetylesterase | 370,000 tested, 0.69% active | inhibition, % at 9.66 µM | Q9HAT2 | SIAE FP-Rh probe binding, fluorescence polarization;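 active means inhibition above a cutoff: mean of compounds within the control limits plus 3 SD of those, cut at about 17% in these data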;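 further: 0% = plate median of compound wells and 100% = probe without SIAE protein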
# TDP2 absorb = blocks human TDP2 phosphodiesterase activity. recombinant TDP2, T5PNP hydrolysis, p-nitrophenol absorbance 415 nm. O95551. 370,000 tested, 0.34% active. inhibition, % at 12.8 µM. AID 720702;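 active means inhibition above the mean of all tested compounds plus 3 SD, set per campaign, cut at about 25% in these data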;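 further: 0% = DMSO with enzyme and 100% = buffer with substrate but no TDP2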
#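 System – recombinant human TDP2 · Quantity – TDP2 enzyme at 120 nM final · Doses – single concentration, 12.8 µM nominal, with 1% DMSO · Incubation – 2 h at 37 °C · Measured by – epi absorbance of p-nitrophenol freed from T5PNP by hydrolysis · Read-out – % inhibition relative to enzyme-containing and enzyme-free wells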
# TCR-CD3 inh = inhibitors of human TCR-CD3 interaction. 360,000 tested, 0.37% active. inhibition, % at 9.4 µM. TAMRA-labeled TCR probe fluorescence, biochemical. AID 651800; in the data active means inhibition above about 19%;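 further: recombinant mutant TCR 2C K166C tagged with TAMRA read by polarization; 0% = receptor in buffer alone and 100% = receptor with positive control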
# PRMT1 FP inh = PRMT1 (human) inhibition, primary screen | Q99873 | inhibition, % at 2.79 µM | AID 652257 | 370,000 tested, 1.3% active | recombinant PRMT1, activity-based probe fluorescence polarization;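 active means inhibition above about 21% made by adding two undisclosed values, limit read from the data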
# Target sequence (Q99873 whole entry, looked up): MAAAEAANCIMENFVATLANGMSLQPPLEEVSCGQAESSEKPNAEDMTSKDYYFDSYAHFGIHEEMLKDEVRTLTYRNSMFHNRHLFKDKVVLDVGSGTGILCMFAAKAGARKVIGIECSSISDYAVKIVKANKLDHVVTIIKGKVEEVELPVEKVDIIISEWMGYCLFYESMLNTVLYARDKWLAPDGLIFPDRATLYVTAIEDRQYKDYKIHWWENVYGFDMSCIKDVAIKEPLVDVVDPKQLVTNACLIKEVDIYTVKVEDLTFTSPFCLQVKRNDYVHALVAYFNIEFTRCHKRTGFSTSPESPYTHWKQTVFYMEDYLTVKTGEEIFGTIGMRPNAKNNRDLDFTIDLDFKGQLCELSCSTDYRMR
# LEDGF integ inh = blocks HIV-1 LEDGF/p75-dependent DNA integration. TR-FRET IN-LEDGF/p75 DNA integration, Eu/Cy5. inhibition, % at 3.7 µM. 370,000 tested, 0.64% active;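 active means inhibition above the screen-wide mean plus 3 SD, cut at about 13% in these data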;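 further: signal is the Cy5 over europium emission ratio at 671 and 618 nm; 0% = plate median of compound wells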
# PG9 Ab binder = binds the HIV-1 gp120 antibody PG9; TR-FRET gp120-PG9 antibody binding; inhibition, % at 6.7 µM; 360,000 tested, 0.43% active; AID 624416; in the data active means inhibition above about 8.5%
# mABHD4 FP = ABHD4 (mouse) inhibition, primary FP screen; Q8VD66; purified mABHD4, FP-Rh probe fluorescence polarization; inhibition, % at 8.92 µM; 370,000 tested, 0.54% active; AID 720543;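 active means inhibition exceeding the mean over every tested compound plus 3 SD, cut at about 30% in these data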;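 further: 0% = plate median of compound wells and 100% = S159A mutant with DMSO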
#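 Assay system: mouse ABHD4 enzyme, wild type / Also added: fluorescent activity-based probe FP-Rh / Doses: single nominal dose of 8.92 µM, 0.89% DMSO final / Timing: 45 min compound pre-incubation plus 60 min probe step, 25 °C / Signal: FP readout, ex 525 nm / em 598 nm / Control set: S159A mutant/DMSO as 100%, compound-well median as 0%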
# rCAG binder = molecules binding r(CAG) RNA repeats. 370,000 tested, 1.3% active. AID 651821. r(CAG) RNA repeat, TO-PRO-1 dye displacement fluorescence. inhibition, % at 3 µM;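 active means inhibition above the plate cutoff, the mean of all test compounds on that plate plus 3 SD, cut at about 35% in these data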;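 further: 0% = DMSO alone and 100% = 100 µM mitoxantrone as full dye displacement; higher means more dye released from RNA so lower well fluorescence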
# Active calls of the source: *; nt = no result given.
SMILES,HTRA1 inh,Rev-erbA mod,SIAE inh,TDP2 absorb,TCR-CD3 inh,PRMT1 FP inh,LEDGF integ inh,PG9 Ab binder,mABHD4 FP,rCAG binder
COc1cc(C(=O)NCc2ccc(C(=O)NCC(OC)OC)cc2)cc(OC)c1OC,0,-3,-1,11,9,0,3,-2.0,3,-5
CCCCNC(=O)C1CCC(CNS(=O)(=O)c2ccc(NC(C)=O)cc2)CC1 (configuration not stated),2,-1,-3,-2,4,2,5,-1.0,-6,0
COc1ccc(N2CCN(S(=O)(=O)c3cn(C)c(=O)n(C)c3=O)CC2)cc1,5,-2,-6,-1,-16,5,-3,1.9,-2,-3
CC1C(=O)N(Cc2cn(CCC3OCCCO3)nn2)CCS(=O)(=O)N1Cc1ccc(-c2ccc(F)nc2)cc1 (configuration not stated),2,2,-2,-7,-8,55*,-1,-1.4,5,3
COc1ccccc1N1CCN(CC(O)c2ccccc2)CC1 (configuration not stated),6,-5,-1,-4,-5,-1,-4,-1.2,3,2
O=C(CCN1CCCCCC1)Nc1ccc(F)c(F)c1,-19,-7,5,-3,4,1,1,-0.4,0,1
COc1cc(NC(=O)CSc2ccc(-c3ccccn3)nn2)cc(OC)c1,36,-3,-8,6,11,-1,2,-1.3,-2,-2
CCCC(C)NC(=O)Cc1ccccc1[N+](=O)[O-] (configuration not stated),2,1,2,5,6,-2,-2,0.3,4,3
Cc1ccccc1NC(=O)c1sc2nc3c(c(-c4ccco4)c2c1N)CCC3,-8,-23,1,-8,-5,44*,46*,5.4,18,21
C=CCN1C(=O)[C@H](CC(=O)NCC23CC4CC(CC(C4)C2)C3)[C@@]2(C(=O)OCC)CCCC=C12,nt,-4,-1,-9,nt,1,-1,nt,-2,0
O=C(NC(c1ccccc1)c1cnccn1)C1CCN(Cc2ccc(Cl)c(Cl)c2)CC1 (configuration not stated),nt,-3,5,-3,-11,-1,3,-0.1,-2,-1
Cc1ccc(Cl)c(OCC(=O)NC2CCN(Cc3ccccc3)CC2)c1,1,-4,3,-5,-2,-3,4,-0.5,-1,-8
CNC(=O)/C(C#N)=C/c1cn(CC(=O)NCc2ccco2)c2ccccc12,6,0,-4,4,5,0,-1,-0.7,3,4
CC(C#CCN1CCCCC1)OCCOCc1ccccc1 (configuration not stated),7,-1,5,0,-6,-1,0,-0.3,-4,-3
Cc1cc(C)c(C(=O)CSc2nnc(N)s2)cc1C,4,2,6,-22,3,-7,3,0.9,-1,-1
CC(C)OC(=O)C(CC(=O)O)N1CCOCC1 (configuration not stated),3,2,2,-4,7,0,-2,-1.1,2,3
Nc1cc(=O)[nH]c(SCc2nnnn2-c2ccc(Cl)cc2)n1,1,0,14,-8,7,4,3,-2.6,1,3
CCc1cccc(OCC2Cn3c(nc4c3c(=O)[nH]c(=O)n4C)O2)c1 (configuration not stated),6,-1,1,1,-13,3,-6,0.2,2,-3
CC1CCC2(CCC(=O)N2CCCOC(=O)Nc2cccc(C(F)(F)F)c2)CC1 (configuration not stated),nt,3,7,-3,nt,-2,-2,nt,10,-1
Nc1nnc(N2CCCCCC2)s1,-1,-1,4,7,4,0,0,-2.1,-8,2
CCC(CC)C(=O)c1c[nH]c(C(=O)NCc2ccccc2OC)c1,-8,3,5,-3,-1,-2,0,0.8,2,-6
COc1ccc(COC(=O)C2=C(C)NC(=O)NC2c2cccc(Br)c2)cc1 (configuration not stated),-18,1,6,2,2,-3,6,0.4,-11,3
COc1ccc(CCN2C(=O)C3C4CC(C5C(C(=O)N/N=C\c6ccc(Cl)cc6)=NOC45)C3C2=O)cc1OC (configuration not stated),5,7,4,6,8,1,2,0.0,1,1
O=C(COC(=O)COc1ccccc1)Nc1ccc2c(c1)OCCO2,4,0,-3,1,3,-2,1,-0.7,0,2
CCOCCCNC(=O)CC1Oc2ccc(C)cc2NC1=O (configuration not stated),2,-2,-7,-8,6,1,-4,-1.1,1,0

# Next part:
SMILES,HTRA1 inh,Rev-erbA mod,SIAE inh,TDP2 absorb,TCR-CD3 inh,PRMT1 FP inh,LEDGF integ inh,PG9 Ab binder,mABHD4 FP,rCAG binder
Cc1ccc(S(=O)(=O)NNC(=O)c2cc3cc4ccccc4nc3s2)cc1,-13,2,-7,-2,2,2,1,-1.3,-10,36*
CC1CCN(C(=O)COC(=O)c2ccc3ccccc3n2)CC1,-2,-8,1,3,2,0,-1,0.7,-3,1
Cc1nn(CC(=O)Nc2ccc(C(=O)N3CCCCC3)cc2)c(=O)c2ccccc12,3,1,-2,-1,1,0,-2,1.1,-5,0
Cc1c(F)cccc1NS(=O)(=O)c1ccc2c(c1)c(=O)n(C)c(=O)n2C,-9,6,3,7,-1,-2,2,2.4,-3,10
O=C1CC(N2CCN(C(c3ccccc3)c3ccccc3)CC2)C(=O)N1Cc1ccc(N2CCCC2=O)cc1 (configuration not stated),-11,-1,4,6,-5,18,1,2.3,-3,-1
Cc1ccc(S(=O)(=O)NCC(C)n2nc(C)cc2C)cc1 (configuration not stated),-5,1,-4,-10,-7,5,-1,2.0,-13,-1
COc1ccccc1N(CC(=O)Nc1ccc2c(c1)OCO2)S(=O)(=O)c1ccccc1,-8,1,3,1,6,1,0,0.4,0,-7
O=C(Oc1ccc([N+](=O)[O-])cc1)c1cncc(Br)c1,3,-2,1,-9,1,2,-1,0.8,3,-3
CCOC(=O)N1CCC(Nc2cc(C)nc3c(-c4ccccc4OC)c(C)nn23)CC1,3,-2,0,2,-1,0,-2,1.5,-4,-1
O=C(NCc1nc2ccccc2[nH]1)C1=C[C@@H](c2ccc(C(F)(F)F)cc2)C[C@@H](OCCCCO)O1,-22,3,4,2,-3,1,-1,0.4,-1,5
COc1ccc(Nc2nc(N3CCOCC3)nc(N3CCOCC3)n2)c(OC)c1,4,6,-8,10,2,3,0,0.7,0,-4
COc1ccc(Cl)cc1-n1c(=S)sc2c(=O)n(-c3ccc(F)cc3)c(SCC(=O)O)nc21,-10,1,6,9,5,5,7,0.5,1,41*
C[C@@]12C(=O)OC(=O)[C@]1(C)C1CCC2O1,3,-7,3,-5,-2,-6,6,0.2,-2,3
O=C(CC1Nc2ccccc2NC1=O)Nc1cc(Cl)cc(Cl)c1 (configuration not stated),-12,8,-1,-8,-1,1,0,-0.7,1,5
O=C(Nc1ccc(S(=O)(=O)N2CCc3ccccc3C2)cc1)C1CCCO1 (configuration not stated),-7,2,-1,-8,-1,-1,3,1.0,-3,-1
Cn1c(SCC(=O)Nc2ccccc2-c2ccccc2)nnc1-c1ccccc1,nt,-6,0,7,nt,2,0,nt,-6,2
COc1cccc(OC)c1C(=O)Nc1ccccc1N1CCCCC1,-11,1,7,6,2,-4,-2,0.1,-13,-9
CC/C(=N\NC(=O)c1cc(C)nc2ccccc12)c1ccc(C)s1,3,-4,12,0,7,-1,0,-3.3,2,4
Cc1nn(C)cc1NC(=O)c1nn(C)cc1[N+](=O)[O-],1,-4,0,0,3,1,-2,0.0,-1,0
COc1ccc(CCNC(=S)N2CCN(S(=O)(=O)c3ccc(F)cc3)CC2)cc1,0,1,11,-7,-5,4,0,1.6,-10,-2
Cc1ccc(S(=O)(=O)CCC(=O)N2CCN(c3ccccc3O)CC2)cc1,12,3,5,3,0,-2,0,0.2,5,3
O=C(OCC(=O)N1CCCC1)c1ccc(OC(F)(F)F)cc1,3,-5,-6,-5,6,-2,5,-0.3,-2,-6
O=C(C/C=N/OCc1c(Cl)cccc1Cl)c1cnc(-c2ccccc2)s1,-24,nt,-10,-5,-8,2,4,2.0,-5,16
CCN(CC(=O)Nc1ccccc1OC)C(=O)CSCC(=O)Nc1ccc(OC)cc1,5,2,-1,-11,-7,-3,0,0.5,4,-3
COc1ccc(CCN2C(=S)N(C)C(=O)C2CC(=O)Nc2ccc(OC)cc2)cc1 (configuration not stated),-6,6,-2,-2,6,0,0,-2.6,-6,4

# (further entries)
SMILES,HTRA1 inh,Rev-erbA mod,SIAE inh,TDP2 absorb,TCR-CD3 inh,PRMT1 FP inh,LEDGF integ inh,PG9 Ab binder,mABHD4 FP,rCAG binder
CC(=O)N1CCN(c2ccc(NC(=S)NC(=O)COc3ccc(C(C)(C)C)cc3)cc2)CC1,1,0,2,-5,3,2,0,-2.0,3,5
O=C(c1cccs1)N1CCCC(c2nc(-c3ccc(F)cc3)no2)C1 (configuration not stated),-6,1,-1,-15,9,2,3,-3.8,-1,-6
O=S1(=O)c2ccc(Br)cc2OC[C@H](Cc2ccccc2)N1Cc1cn(CCC2OCCCO2)nn1,nt,8,1,-10,nt,-3,3,nt,-2,-1
COc1cccc(Cn2cccc(NC(=O)Nc3cccc(C#N)c3)c2=O)c1,nt,-5,-7,-3,-6,4,-4,1.6,-6,6
O=C(O)C1=CC[C@@H](c2ccc(Cl)cc2)N(S(=O)(=O)c2ccc(Cl)cc2)[C@H]1c1ccc(F)cc1,-38,-3,-3,5,6,0,3,-1.5,-4,70*
CS(=O)(=O)c1ccc2nc(NC(=O)c3cc4ccccc4o3)sc2c1,-4,-7,-12,3,0,1,-1,9.6*,0,9
Cc1oncc1C(=O)N1CCCC(CO)(Cc2ccc(F)cc2F)C1 (configuration not stated),4,-3,1,-13,-2,-6,-1,-0.9,-2,-1
COc1ccc2cc(CCNC(=O)c3ccc(S(=O)(=O)N4CCCC4)cc3)c(=O)[nH]c2c1,-1,-2,-7,-10,0,3,-4,-0.1,2,1
Cc1cc(NC(=O)COC(=O)c2oc3c(Cl)cccc3c2C)no1,-4,-4,5,5,3,-1,3,-0.7,-1,2
COc1cccc(-c2sc3ccc(OC)cc3c2C#CC(C)(C)O)c1,-72,-4,-25,2,-5,-1,-1,-0.6,-48,11
O=C(NC1CCCCCC1)c1ccc(CN2CCOCC2)cc1,2,1,-2,6,-1,-3,-1,0.0,1,-4
CCCCOC(=O)C1CN(c2ccccc2)N=C1C(=O)OCC (configuration not stated),-4,0,1,-16,0,2,-5,0.3,-3,-7
CCOc1ccc(CCNC(=O)c2cc3c(C)nccc3[nH]c2=O)cc1OCC,5,3,-1,0,5,-4,2,-0.7,1,-6
CCN1CCN(c2cc(C)c3cc(NC(=O)Cc4ccccc4OC)ccc3n2)CC1,9,-4,-5,-9,-13,4,2,-0.5,-6,-5

# Profiles as entered above:
# `COc1cccc(Cn2cccc(NC(=O)Nc3cccc(C#N)c3)c2=O)c1` is entered as HTRA1 inh = nt; Rev-erbA mod = -5; SIAE inh = -7; TDP2 absorb = -3; TCR-CD3 inh = -6; PRMT1 FP inh = 4; LEDGF integ inh = -4; PG9 Ab binder = 1.6; mABHD4 FP = -6; rCAG binder = 6
# `Cc1oncc1C(=O)N1CCCC(CO)(Cc2ccc(F)cc2F)C1` (configuration not stated) is entered as HTRA1 inh = 4; Rev-erbA mod = -3; SIAE inh = 1; TDP2 absorb = -13; TCR-CD3 inh = -2; PRMT1 FP inh = -6; LEDGF integ inh = -1; PG9 Ab binder = -0.9; mABHD4 FP = -2; rCAG binder = -1

# Screening results deposited in PubChem BioAssay by several laboratories.

# Not all compounds are listed (hit frequency here may not be typical).
